Bioassay records from PubChem BioAssay.
LDHA inh: inhibitors of human lactate dehydrogenase A | purified LDHA, NADH/diaphorase-resazurin fluorescence; active compounds read low | 0.15% of 480,000 active | activity change, % (values are at about 110 or 230 µM) | P00338; in the data active means activity change below about -30%; inconclusive means mostly about -25% to -30%;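 further: plate controls were DMSO wells for no effect and wells without enzyme for full effect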
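LDH5 2 nM; NADH 0.06 mM, pyruvate 0.2 mM; 200 mM Tris pH 7.4, EDTA, Tween-20; 5 min RT. Detection: diaphorase 0.133 mg/mL + resazurin 37 µM, fluorescence ex540/em590 at 0 and 20 min; normalized to enzyme-free and DMSO wells.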
Vif-A3G inh: Vif-A3G binding inhibition. HeLa A3G-eYFP + Vif (tagged APOBEC3G with the HIV-1 protein that degrades it), YFP fluorescence, overnight. Potency, µM (highest dose often 46.1 µM), inactives show at the highest dose activity, negative = active, usual class: inhibitors. 0.076% of 410,000 active. AID 602310;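 further: potency means the concentration at half of the fitted maximal effect; on the % scale 0 is the no-effect control and ±100 the full control effect; nearly all actives have a fitted effect of over 60% in size; hits raise eYFP signal because A3G escapes Vif-driven loss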
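Read-out is eYFP fluorescence (Ex 488/Em 500-530) from Vif-expressing HeLa A3G-eYFP cells; more signal means A3G escaped Vif-mediated degradation. Cells plated overnight, compound pinned in, incubated overnight at 37 deg C.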
RXFP1 agonist: activates the human relaxin receptor RXFP1 | Q9HBX9 | HEK293T-RXFP1 cAMP TR-FRET, 30 min; response scale: percent of porcine relaxin response, buffer zero | Potency, µM (series often up to 57.5 µM), without a hit: at the highest dose activation, hits mostly activators | 0.3% of 370,000 active | AID 2676; further: potency means the concentration at half of the fitted maximal effect; on the % scale 0 is the no-effect control and ±100 the full control effect; nearly all actives have a fitted effect of over 60% in size; many of its hits are not listed in these tables
Target sequence (Q9HBX9 whole entry, looked up): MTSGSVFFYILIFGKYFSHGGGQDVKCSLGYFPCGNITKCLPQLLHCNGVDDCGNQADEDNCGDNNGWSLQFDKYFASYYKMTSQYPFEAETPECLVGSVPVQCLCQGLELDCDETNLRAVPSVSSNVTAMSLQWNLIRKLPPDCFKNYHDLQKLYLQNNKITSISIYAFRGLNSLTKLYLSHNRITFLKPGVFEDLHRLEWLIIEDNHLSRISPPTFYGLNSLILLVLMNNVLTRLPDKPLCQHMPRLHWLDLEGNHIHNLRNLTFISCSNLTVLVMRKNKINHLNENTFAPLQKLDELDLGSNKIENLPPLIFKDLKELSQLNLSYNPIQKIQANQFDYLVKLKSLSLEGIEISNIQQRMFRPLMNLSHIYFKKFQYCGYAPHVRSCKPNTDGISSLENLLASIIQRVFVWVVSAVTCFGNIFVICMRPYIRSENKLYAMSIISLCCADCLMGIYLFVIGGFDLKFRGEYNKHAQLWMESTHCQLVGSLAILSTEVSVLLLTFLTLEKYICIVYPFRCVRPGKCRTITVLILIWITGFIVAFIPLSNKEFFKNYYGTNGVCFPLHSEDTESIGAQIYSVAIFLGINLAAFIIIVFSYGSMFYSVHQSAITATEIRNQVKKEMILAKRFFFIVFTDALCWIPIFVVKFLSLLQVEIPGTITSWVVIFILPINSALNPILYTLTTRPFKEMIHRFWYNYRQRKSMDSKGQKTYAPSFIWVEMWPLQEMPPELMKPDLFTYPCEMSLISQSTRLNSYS
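Agonist response is measured as cAMP accumulation in an RXFP1-transfected HEK293T line under PDE4 inhibition. Values are scaled between buffer-only and 29 nM porcine relaxin, and EC50s come from standard Hill equation fits.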
Vif-APOBEC3F blk: Vif-A3F binding inhibition; Potency, µM (series often up to 46.1 µM), inactives show at the top dose activity, negative = active; HeLa A3F-eYFP + Vif (tagged APOBEC3F with the HIV-1 protein that degrades it), YFP fluorescence increase; 0.2% of 390,000 active; further: potency means the concentration at half of the fitted maximal effect; % of control where 0% means no effect; nearly all actives have a fitted effect of over 65% in size
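HeLa cells stably expressing Vif plus C-terminally eYFP-tagged A3F were seeded, incubated overnight at 37 deg C, dosed with compound, incubated overnight again at 37 deg C. Yellow fluorescence (Ex 488/Em 500-530) reported blocked Vif-mediated A3F-eYFP degradation.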
PI4K2A inh: blocks human PI4K2A kinase activity; Q9BTU6; purified PI4K2A, ADP-Glo luminescence, 1 h; active compounds read low; activity change, negative = inhibition, % at 76.9 µM; 0.13% of 420,000 active; in the data active means activity change below about -50%; inconclusive means mostly about -30% to -49%;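 further: -100% = wells without enzyme as full effect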
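PI4K2A activity was measured by ADP-Glo luminescence: enzyme (4 ug/mL stock) and phosphatidylinositol (1.2 mM stock) in Tris pH 7.5/MgCl2/EGTA/Triton X-100 buffer were reacted with ATP (300 microM stock) for one hour at ambient temperature.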
Glioma ERSR ind: ER stress response induction in glioma. 0.02% of 420,000 active. Potency, µM, for inactives: top-dose activation, hits mostly activators. AID 602332. U87-MG GRP78 promoter luciferase reporter, 16 h; further: potency means the concentration at half of the fitted maximal effect; series mostly up to about 76 µM; % of control where 0% means no effect; nearly all actives have a fitted effect of over 35% in size
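Stably transfected U87-MG human glioma cells carrying a GRP78-based luminescent sensor were seeded at 1000 cells/well, pin-dosed with compounds and incubated 16 h. Luciferase reagent was then added, and end-point luminescence was read after 10 min at room temperature.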
mIDH1 inhibitor: human IDH1 R132H inhibition. IDH1-R132H enzyme, NADPH consumption, diaphorase/resazurin fluorescence. Potency, µM (top dose mostly 76.6 µM), for the others: at the top dose activity change, negative = inhibition, usual class: inhibitors. O75874. AID 602179. 0.093% of 390,000 active; further: potency means the concentration at half of the fitted maximal effect; on the % scale 0 is the no-effect control and ±100 the full control effect; nearly all actives have a fitted effect of over 65% in size
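IDH1-R132H (0.5 ug/mL) preincubated 30 min with compound, then NADPH (0.016 mM) and alpha-KG (2 mM) added; 80 min at RT, pH 7.5. Remaining NADPH coupled via diaphorase/resazurin to fluorescence (540/590 nm); concentration-response curves normalized to no-enzyme control.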
USP1-UAF1 inh: inhibitors of human USP1/UAF1 deubiquitinase; AID 743255; 0.23% of 390,000 active; recombinant USP1/UAF1, Ub-Rhodamine cleavage fluorescence; Potency, µM (top dose mostly 57.1 µM), for the others: at the highest dose activity change, negative = inhibition, hits mostly inhibitors; further: potency means the concentration at half of the fitted maximal effect; on the % scale 0 is the no-effect control and ±100 the full control effect; nearly all actives have a fitted effect of over 60% in size; inactives centre near -12
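Step one: compound is pinned into 1nM USP1/UAF1 in HEPES pH 7.8 buffer with TCEP. Step two: 15 min room-temperature incubation. Step three: Ub-Rho (150nM final) starts cleavage, tracked by fluorescence over six one-minute reads.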
TrxR1 substrate: substrates of rat thioredoxin reductase 1; O89049; purified TrxR1 substrate turnover, NADPH consumption readout; Potency, µM (top dose mostly 114 µM), for inactives: at the top dose activity change, negative = substrate turnover; 0.01% of 390,000 active; further: potency means the concentration at half of the fitted maximal effect; on the % scale 0 is the no-effect control and ±100 the full control effect; nearly all actives have a fitted effect of over 50% in size
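Rat TrxR1, dispensed at 90 nM, was prereduced with 400 uM NADPH (final) for 5 min at ~22 deg C, then incubated with compound 15 min before 400 uM selenite. A first-read NADPH fluorescence drop versus no-compound background flagged substrates.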
Numbers without * were called inactive; ? = inconclusive; . = not tested or not shown; [ ] = remark or other dose. Unless noted, the call rests on the fitted dose curve; in most records, active means well fitted curve in the direction sought with a large enough effect; inconclusive means small, poorly fitted or top-dose-only effect, or another doubt; inactive means no such curve, though single readings can be large; an effect the other way counts as inactive or inconclusive. A portion of the library (hit frequency here may not be typical).

Start of the data: the first five entries, ahead of the listing:
SMILES | LDHA inh | Vif-A3G inh | RXFP1 agonist | Vif-APOBEC3F blk | PI4K2A inh | Glioma ERSR ind | mIDH1 inhibitor | USP1-UAF1 inh | TrxR1 substrate
CC(C)C[C@@H](CN)NC(=O)c1nc[nH]c1C(=O)N[C@@H](C)C(=O)CNC[C@H](C)NC(=O)c1nc[nH]c1C(=O)N[C@@H](CC(=O)O)C(=O)O | 3 | 4% | . | -1% | -3 | -4% | -1% | -25% | -3%
Cn1[nH]c(=O)c(Cl)c(Cl)c1=O | 0 | -1% | 2.3% | 2% | 12 | -3% | 10% | -20% | 7%[57.1 µM]
CC(C)c1ccc(C2C(C(=O)c3ccco3)=C(O)C(=O)N2CCN2CCOCC2)cc1 (configuration not stated) | 10 | -8% | 8.6% | -1% | -22 | 1% | 21% | -2% | -8%
O=c1cccccc1NN=C1CCCCC1 | 10 | -11% | 0.0% | -5% | -4 | 2% | 6% | -27% | -3%
Cc1nnc(SCC(=O)N2CCN(S(=O)(=O)c3ccccc3)CC2)s1 | -2 | 1% | 1.5% | 0% | 2 | -5% | 0% | -8% | -5%

All compounds of this part, from the start:
SMILES | LDHA inh | Vif-A3G inh | RXFP1 agonist | Vif-APOBEC3F blk | PI4K2A inh | Glioma ERSR ind | mIDH1 inhibitor | USP1-UAF1 inh | TrxR1 substrate
CC(C)C[C@@H](CN)NC(=O)c1nc[nH]c1C(=O)N[C@@H](C)C(=O)CNC[C@H](C)NC(=O)c1nc[nH]c1C(=O)N[C@@H](CC(=O)O)C(=O)O | 3 | 4% | . | -1% | -3 | -4% | -1% | -25% | -3%
Cn1[nH]c(=O)c(Cl)c(Cl)c1=O | 0 | -1% | 2.3% | 2% | 12 | -3% | 10% | -20% | 7%[57.1 µM]
CC(C)c1ccc(C2C(C(=O)c3ccco3)=C(O)C(=O)N2CCN2CCOCC2)cc1 (configuration not stated) | 10 | -8% | 8.6% | -1% | -22 | 1% | 21% | -2% | -8%
O=c1cccccc1NN=C1CCCCC1 | 10 | -11% | 0.0% | -5% | -4 | 2% | 6% | -27% | -3%
Cc1nnc(SCC(=O)N2CCN(S(=O)(=O)c3ccccc3)CC2)s1 | -2 | 1% | 1.5% | 0% | 2 | -5% | 0% | -8% | -5%
CCCc1cc(=O)[nH]c(/N=C(\N)Nc2ccccc2)n1 | -7 | -3% | 3.1% | -5% | 1 | 2% | 0% | -5% | 3%
Cc1cc(=O)[nH]c(SCC(=O)Nc2ncc(S(=O)(=O)c3ccc([N+](=O)[O-])cc3)s2)n1 | 2 | -8% | 1.8% | -5% | 0 | 3% | ? | -7% | -7%[57.1 µM]
Cc1ccc(C(C)C)c(OCC(=O)OCC(=O)NC2CC2)c1 | -3 | 4% | . | -1% | 0 | 4% | -4% | -9% | -2%[2.29 µM]
Cc1ccc(NC(=O)CCNS(=O)(=O)c2ccc3c(c2)oc(=O)n3C)cc1 | 1 | 4% | -0.4% | -7% | -3 | -4% | 5% | -5% | -6%
O=C(NCCc1ccc(Cl)cc1)C1CCN(S(=O)(=O)N2CCCCC2)CC1 | 7 | 1% | 0.5% | 0% | 0 | -4% | 0% | -11% | 0%[57.1 µM]
O=C(N/N=C/c1ccc(O)c2ccccc12)c1cccnc1 | -7 | -6% | -3.1% | 0% | -6 | 2% | 16% | -8% | -2%[57.1 µM]
CCOC(=O)N1CCN(C(=O)c2cc(COc3ccc(F)cc3F)on2)CC1 | 0 | 0% | -0.3% | 4% | -3 | 3% | 2% | -1% | -6%
OCC#Cc1cnc2ccccc2c1 | -9 | -3% | 1.6% | -9% | -16 | 6% | 7% | -1% | 1%
O=C(N/N=C/c1ccc[nH]1)c1cccnc1 | -3 | 1% | -0.5% | -8% | 6 | 2% | 5% | -30% | -17%
Cc1ccc(S(C)(=O)=O)cc1S(=O)(=O)Nc1cccc(Cl)c1 | -1 | -4% | 0.0% | -2% | -7 | -4% | 0% | -1% | -10%
O=C(Nc1ccccc1F)C1(c2ccccc2)CC1(Cl)Cl (configuration not stated) | -3 | -1% | 0.2% | 7% | 1 | -5% | 3% | ? | 0%
CC1CCCCN1S(=O)(=O)c1ccc(C(=O)N(CCCN(C)C)c2nc3ccc(Br)cc3s2)cc1 (configuration not stated) | -3 | -10% | -2.8% | 3% | 1 | -10% | -1% | -24% | 5%
Cc1cncc(N2CCN(c3ccccn3)CC2)n1 | -5 | -4% | . | . | -7 | 0% | . | . | .
CN(CC(=O)NC1CC1)S(=O)(=O)c1ccc(Br)cc1 | -4 | 0% | -0.4% | -13% | 1 | -2% | -2% | 2% | -12%
CC1(C)CC(=O)C(C=Nc2ccc(O)c(N=CC3=C(O)CC(C)(C)CC3=O)c2)=C(O)C1 | 6 | -9% | -0.9% | -11% | -2 | 0% | 13% | -6% | 0%
CC(=O)c1ccc(NC(=O)CN2CCCC2)cc1 | -8 | 0% | 0.4% | 6% | -1 | 1% | 9% | -16% | 5%
CSc1nc(N)c(C#N)c(-c2ccc(Cl)cc2)c1C#N | -5 | ? | 4.4% | -3% | -5 | -5% | -13% | -10% | 3%[57.1 µM]
CC(C)OCCCNC(=O)c1ccc(CS(=O)(=O)Cc2ccccc2F)o1 | -5 | 0% | -0.3% | 2% | 2 | -2% | 2% | 2% | 7%
COc1ccc(CN(C)S(=O)(=O)c2nnc(NC(=O)C(C)C)s2)cc1OC | 0 | 5% | 0.4% | -4% | 0 | -3% | 17% | -11% | 5%
CCOc1ccccc1NC(=O)CSc1nc(=O)n(CCN2CCOCC2)c2c1CCCC2 | -2 | -1% | -0.3% | 7% | 2 | -1% | 5% | -17% | -7%
COc1ccc(N2CCN(S(=O)(=O)CCNC(=O)COc3ccccc3)CC2)cc1 | -1 | 0% | 0.2% | -6% | -11 | -4% | -2% | 2% | 5%
CC(C)c1cc(C(=O)N/N=C/c2c[nH]c3ccccc23)n[nH]1 | -1 | -12% | 0.0% | ? | 0 | 9% | -1% | -16% | -5%
O=c1ccc(=O)n2n1CC(O)C2 | -1 | 0% | -0.6% | . | -1 | 0% | 2% | 1% | -8%
Cc1cccc(-c2cc(N3CCCN(C)CC3)n3nccc3n2)c1 | -6 | -2% | . | . | 0 | -1% | . | . | .
CC1CC(C)CN(C(=O)C2CCC(CNc3c(N4CCCCC4)c(=O)c3=O)CC2)C1 (configuration not stated) | -4 | 0% | 1.7% | -19% | 4 | -3% | 0% | -10% | -11%
COc1ccc(-c2cn3cccnc3n2)cc1NC(=O)c1c(F)cccc1F | 6 | -20% | 11% | -4% | -4 | -1% | -10% | -13% | 61%[activator][57.1 µM]
O=C(c1cc(F)c(F)cc1Cl)N1CCN(c2ccc([N+](=O)[O-])c3ncccc23)CC1 | -8 | -1% | 0.4% | 9% | -5 | -6% | 1% | -5% | -5%
CC(=O)C1=C(C)N(c2ccccc2)C(=O)C1(NS(=O)(=O)c1ccc(N)cc1)C(F)(F)F (configuration not stated) | -2 | 3% | 1.6% | 14% | -6 | 0% | 16% | -8% | -4%
Cc1ccccc1C(=O)Nc1ccc(S(=O)(=O)N2CCC(c3nc4ccccc4s3)CC2)cc1 | -9 | -3% | -3.6% | 0% | -2 | -4% | -22% | -13% | 1%
CCOC(=O)c1ccccc1NC1(c2ccc(OC)cc2)C(=O)c2ccccc2C1=O | -4 | 0% | -3.5% | -6% | -3 | -1% | 1% | 1% | -1%
COC1CCN(C(=O)C2CCC(=O)N(CCc3cccc(F)c3)C2)CC1 (configuration not stated) | -3 | 0% | -2.1% | -22% | 3 | 0% | -2% | -5% | -12%
COC(=O)c1ccccc1NC(=O)CSc1nnc(Cc2ccc(Cl)cc2)o1 | -2 | 0% | -0.6% | -1% | -8 | -3% | 0% | -22% | 5%
CC(=NNC(=O)c1ccncc1)c1cccc(Cl)c1 | -8 | 1% | . | 3% | 2 | 1% | 1% | -4% | 7%[57.1 µM]
CCOC(=O)c1cn(Cc2cccc(C)c2)nn1 | -12 | -1% | 2.7% | -5% | 4 | -4% | 2% | -11% | 8%[57.1 µM]
COC(=O)c1ccccc1OCc1cccc(C)n1 | 0 | 1% | 1.6% | 5% | 7 | -1% | 6% | -16% | 7%[57.1 µM]
CCN(C(=O)CSc1nnc(-c2ccc(OC)cc2)n1N)c1c(N)n(Cc2ccccc2)c(=O)[nH]c1=O | -3 | -13% | . | -8% | 3 | 0% | 15% | -27% | -9%
CC(C1CC2CCC1C2)n1c(COc2ccccc2F)nnc1SCC(N)=O (configuration not stated) | 5 | 1% | 1.1% | -10% | 5 | -6% | 11% | -12% | -3%
OCCNc1nc(N2CCOCC2)nc(N2CCOCC2)n1 | -6 | 1% | -0.2% | 1% | 0 | 11% | 8% | -25% | 9%[57.1 µM]
Cc1cccc(-c2nsc(SCC(=O)N3CCCC3)n2)c1 | -7 | -9% | 1.0% | 0% | -8 | 2% | 6% | -14% | -1%
